Assay outcomes as filed in PubChem.
Menin-MLL TR inh = qHTS Assay for Inhibitors Targeting the Menin-MLL Interaction in MLL Related Leukemias: Competition With Texas Red Labeled MLL-derived Mutant Peptide; O00255; Potency, µM (doses to about 61.6 µM), for the others: at the top dose FP activity change, negative = inhibition, usual class: inhibitors; Menin + Texas Red MLL mutant peptide, fluorescence polarization; 270,000 compounds, 0.23% hits; active means well fitted inhibition curve with a large enough effect in the polarisation, with a control signal flat, not every such curve was filed as active; inconclusive means small, poorly fitted or top-dose-only effect, or effect the other way, or a change in a side signal; inactive means no such curve, though single readings can be large or run the other way; the % refers to the polarisation; further: potency means the concentration at half of the fitted maximal effect; % of control where 0% means no effect; many of its hits are not listed in these tables
TCR activator = Activators of T cell receptors: qHTS campaign; primary human leukocytes, anti-CD3, IL-2 HTRF, 48 h; Potency, µM (titrated, usually from 9.22 µM), for the others: at the highest dose activation of IL-2 secretion, actives largely listed as activators; 330,000 tested, under 10 active; further: % of control where 0% means no effect
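Primary human leukocytes receive a-CD3 beads and test compound and are incubated 48 hr. Secreted IL-2 is then assayed by HTRF, measuring 665nm acceptor emission after 320nm excitation of the europium donor.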
CXXC DNA block = qHTS Fluorescence Polarization Assay for Inhibitors of MLL CXXC domain - DNA interaction | Potency, µM (top dose mostly 115 µM), without a hit: at the top dose activity change, negative = inhibition, usual class: inhibitors | MLL-CXXC / FITC-HOXA9 DNA fluorescence polarization | 290,000 compounds, 0.037% hits | Histone-lysine N-methyltransferase 2A (Homo sapiens), Q03164 | AID 2662, 2010; active means well fitted inhibition curve with a large enough effect in the polarisation, with a control signal flat, not every such curve was filed as active; inconclusive means small, poorly fitted or top-dose-only effect, or effect the other way, or a change in a side signal; inactive means no such curve, though single readings can be large or run the other way; the % refers to the polarisation; further: potency means the concentration at half of the fitted maximal effect
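Purified MLL-CXXC (added from a 7 uM solution) was preincubated 5 min at ambient with pinned compounds in 50 mM Tris-HCl pH 7.5, 50 mM NaCl, 1 mM DTT, 0.05% BSA. Fluorescein-labeled HOX-A9 DNA (50 nM solution) followed, 30 min, then polarization read.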
Integrin act MD = qHTS for Activators of Integrin-Mediated Alleviation for Muscular Dystrophy; alpha7betagal myoblasts, beta-gal FDG fluorescence, 48 h; 350,000 compounds, 0.064% hits; Potency, µM (series often up to 38.3 µM), without a hit: top-dose activation, actives largely listed as activators;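 further: potency means the concentration at half of the fitted maximal effect; 100% = response of the positive control SU9516; nearly all actives have a fitted effect of over 60% in size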
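alpha7betagal+/- myoblasts (passage 13, 250/well) treated 48 h at 37C with compounds at 1:260 dilution of DMSO stock. Lysed, then beta-galactosidase activity read as FDG fluorescence (ex 480/em 540) after 30 min, with pre-read for autofluorescence.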
MBNL1 CUG block = qHTS Assay for Inhibitors of MBNL1-poly(CUG) RNA binding; Potency, µM (top dose mostly 57.5 µM), inactives show at the top dose activity change, negative = inhibition, actives largely listed as inhibitors; 280,000 compounds, 0.036% hits; TR-FRET MBNL1-His/biotin-(CUG)12 binding, 665/545 ratio; AID 2675, 2010; Muscleblind-like protein 1 (Homo sapiens), Q9NR56; active means well fitted inhibition curve with a large enough effect in the signal ratio, with a control signal flat, not every such curve was filed as active; inconclusive means small, poorly fitted or top-dose-only effect, or effect the other way, or a change in a side signal; inactive means no such curve, though single readings can be large or run the other way; the % refers to the signal ratio; further: potency means the concentration at half of the fitted maximal effect; on the % scale 0 is the no-effect control and ±100 the full control effect
Target sequence (Q9NR56 whole entry, looked up): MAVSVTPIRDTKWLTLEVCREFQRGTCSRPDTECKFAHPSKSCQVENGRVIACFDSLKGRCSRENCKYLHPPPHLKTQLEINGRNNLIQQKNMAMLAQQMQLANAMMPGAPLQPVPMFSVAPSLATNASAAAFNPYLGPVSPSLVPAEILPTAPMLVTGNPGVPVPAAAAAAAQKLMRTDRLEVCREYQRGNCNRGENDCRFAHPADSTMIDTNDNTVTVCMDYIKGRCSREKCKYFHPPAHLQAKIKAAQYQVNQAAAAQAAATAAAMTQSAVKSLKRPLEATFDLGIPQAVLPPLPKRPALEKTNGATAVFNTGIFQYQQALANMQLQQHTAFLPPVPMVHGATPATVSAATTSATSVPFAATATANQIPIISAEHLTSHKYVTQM
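Compounds (final 92 nM to 58 uM) are added to His-tagged MBNL1 and biotin-(CUG)12, then terbium anti-His antibody and streptavidin-XL665 (5 nM final). After 60 min at room temperature, the 665/545 nm ratio is read.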
TSHR antagonist = Antagonists of the Thyroid Stimulating Hormone Receptor: HTS campaign; activity change, negative = inhibition, % at 11.5 µM; 330,000 compounds, 0.2% hits; TSHR-expressing cells, TSH-stimulated cAMP HTRF, 2 h; active compounds read low;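 active means activity change below a set negative limit, meaning inhibition stronger than a set level, cut at about -70% in these data; inconclusive means activity change between two set negative limits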; further: on the % scale 0 is the no-effect control and ±100 the full control effect
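Inhibition of cAMP made by TSHR-expressing cells under TSH stimulation (4nM final, EC80; 2 h, 37 deg C) is quantified with a one-step lysis HTRF kit, anti-cAMP cryptate versus cAMP-d2.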
S-ASM inh = Inhibitors of Secretory Acid Sphingomyelinase (S-ASM): qHTS. placental ASM, HMU-PC fluorogenic substrate, 60 min. Potency, µM (titrated, usually from 57.5 µM), inactives show top-dose activity change, negative = inhibition, actives largely listed as inhibitors. 340,000 compounds, 0.006% hits; further: potency means the concentration at half of the fitted maximal effect
Target sequence (P17405 47-631 limits assumed): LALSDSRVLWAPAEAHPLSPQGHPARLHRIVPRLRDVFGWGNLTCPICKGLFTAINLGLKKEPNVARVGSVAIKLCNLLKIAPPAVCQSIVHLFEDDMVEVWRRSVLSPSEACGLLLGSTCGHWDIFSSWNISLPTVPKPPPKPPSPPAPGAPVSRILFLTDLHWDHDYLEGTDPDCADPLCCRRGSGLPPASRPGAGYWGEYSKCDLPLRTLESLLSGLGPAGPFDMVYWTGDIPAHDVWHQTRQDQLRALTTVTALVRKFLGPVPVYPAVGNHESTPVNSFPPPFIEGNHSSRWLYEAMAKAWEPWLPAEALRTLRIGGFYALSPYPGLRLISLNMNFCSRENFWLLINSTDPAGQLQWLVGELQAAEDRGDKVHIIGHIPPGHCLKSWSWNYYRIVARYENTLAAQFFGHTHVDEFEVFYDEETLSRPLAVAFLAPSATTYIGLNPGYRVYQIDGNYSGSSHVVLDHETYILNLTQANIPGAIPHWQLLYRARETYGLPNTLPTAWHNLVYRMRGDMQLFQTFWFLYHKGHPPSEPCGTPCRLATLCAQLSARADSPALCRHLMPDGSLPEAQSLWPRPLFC
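Steps: dispense placental human ASM, pin compound, wait 10 min at room temperature, add HMU-PC0 substrate at 9 uM final, incubate 60 min at 37 °C, add stop solution raising pH to 10, read fluorescence.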
AT treatment = qHTS Assay for Identifying a Potential Treatment of Ataxia-Telangiectasia; 320,000 compounds, 0.19% hits; […] A-T fibroblasts, KAP-1 phosphorylation AlphaLISA; neocarzinostatin DNA damage 30 min before lysis; Potency, µM (doses to about 57.5 µM), for the others: at the highest dose activation, actives largely listed as activators; further: potency means the concentration at half of the fitted maximal effect; % of control where 0% means no effect; nearly all actives have a fitted effect of over 45% in size
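hTERT-immortalized A-T patient fibroblasts ([…]), 500 cells/well in OPTI-MEM, 1% FBS, got compounds for 60 min, then NCS for 30 min at 37C. Lysates were then assayed for phospho-KAP-1 by AlphaLISA (anti-pKAP1 donor, anti-KAP1 acceptor beads), 6 hr at 25C.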
Mito fusion yeast = qHTS Assay for Small Molecule Inhibitors of Mitochondrial Division or Activators of Mitochondrial Fusion; S. cerevisiae fusion-defective mutant growth rescue, CellTiterGlo 48 h; Potency, µM (series often up to 46.1 µM), inactives show at the highest dose growth rescue (activation), usual class: activators; 320,000 compounds, 0.23% hits;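 further: potency means the concentration at half of the fitted maximal effect; % of control where 0% means no effect; nearly all actives have a fitted effect of over 45% in size; temperature-sensitive fusion mutants such as fzo1-1 at 37 °C on non-fermentable ethanol glycerol medium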
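Read-out: ATP-based luminescence (CellTiterGlo, 10 min ambient) reporting growth of fusion-defective ts yeast after 48 hours at 37C on glycerol/ethanol YPEG medium in the presence of compound.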
PTAP TSG101 blk = qHTS Assay for Iinhibitors of HIV-1 Budding by Blocking the Interaction of PTAP/TSG101 | Potency, µM (top dose mostly 115 µM), inactives show at the highest dose activity change, negative = inhibition, actives largely listed as inhibitors | Fluorescence polarization, FITC-PTAP peptide / Tsg101 binding | AID 493005, 2010 | 340,000 tested, under 10 active; active means well fitted inhibition curve with a large enough effect in the main read-out, with a control signal flat, not every such curve was filed as active; inconclusive means small, poorly fitted or top-dose-only effect, or effect the other way, or a change in a side signal; inactive means no such curve, though single readings can be large or run the other way; further: potency means the concentration at half of the fitted maximal effect; % of control where 0% means no effect
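Fluorescence anisotropy tracks displacement of a FITC-tagged PTAP peptide (50 nM) from the Tsg101 binding domain (10 uM), following a 20 min room-temperature incubation at pH 7.5.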
* marks the source's active call; other numbers are inactive results; ? = inconclusive; / = not tested or not shown; [ ] = dose if it differs, or a comment. Unless noted, the call rests on the fitted dose curve; in most records, active means well fitted curve in the direction sought with a large enough effect; inconclusive means small, poorly fitted or top-dose-only effect, or another doubt; inactive means no such curve, though single readings can be large; an effect the other way counts as inactive or inconclusive. These rows are one share of the data; the hit share may differ from the screen's.

Second line of a record: MBNL1 CUG block | Mito fusion yeast | Integrin act MD | CXXC DNA block | S-ASM inh | AT treatment | TSHR antagonist | TCR activator | PTAP TSG101 blk | Menin-MLL TR inh
(1) CCC(Cc1ccccc1)NC(=O)C1CC1 (centres undefined)
    2% | -1% | 22% | 10% | 2% | -3% | -8 | 0% | -4% | -10%
(2) Cc1ccnc(NS(=O)(=O)c2ccccc2)n1
    -4% | -5% | -14% | 0% | 1% | 10% | 5 | -2% | -9% | 2%
(3) CC(=O)c1c(C)[nH]c(C(=O)NCc2ccccc2F)c1C
    -8% | 4% | 12% | -1% | 0% | -1% | 0 | 11% | -3% | 0%
(4) O=C1S/C(=C\c2ccc(O)c([N+](=O)[O-])c2)C(=O)N1Cc1cccc([N+](=O)[O-])c1
    0% | 3% | 1% | -27% | -8% | -8% | ? | 3% | -4% | ?
(5) Cc1cccc(C2NS(=O)(=O)N=C2N)c1 (centres undefined)
    5% | 2% | -10% | -10% | -1% | / | 2 | -4% | -15% | -2%
(6) C/C(=N\NC(=O)CNC(=O)c1cccc(F)c1)c1ccc2ccccc2c1
    13% | 0% | -8% | 5% | -4% | 2% | 4 | 0% | -7% | /
(7) O=C(Cn1ccc2ccccc2c1=O)NCCC(=O)Nc1cccnc1
    13% | 1% | -5% | 2% | 1% | -6% | 6 | -4% | -2% | 2%
(8) C=C(C)c1nc2cc(OC)c(OC)cc2c(=O)o1
    1% | 15% | -39%[inhibitor] | 34%[activator] | 1% | 2% | -12 | 2% | -5% | -29%
(9) CSC(=S)N/N=C(\C)c1ccc(Br)cc1
    3% | 13% | -16% | -3% | -11% | 9% | 6 | 0% | 0% | ?
(10) Cc1ccc2c(c1)N(CC(=O)NCCCN1CCCCC1)C(=O)c1cccnc1O2
    4% | 1% | 8% | / | 1% | 9% | 8 | -8% | -4% | -25%
(11) COc1ccc(S(=O)(=O)N2CCn3c2nc2ccccc23)cc1
    -5% | 3% | 2% | -1% | 5% | 1% | 3 | 2% | -3% | -11%
(12) Cc1cc(C)cc(NC(=O)CSc2n[nH]c(-c3cccnc3)n2)c1
    -11% | 4% | -23% | 1% | 3% | -6% | -5 | 2% | -3% | 20%
(13) CN(C)c1cccc(C(=O)NCC(c2ccco2)N(C)C)c1 (centres undefined)
    12% | 0% | 5% | 41%[activator] | 9% | 0% | -17 | -2% | -3% | -11%
(14) COc1ccc2nc(N/C(N)=N/C(=S)Nc3ccc(C)c(C)c3)nc(C)c2c1
    / | 4% | / | -2% | / | 0% | 12 | -1%[46.1 µM] | / | ?
(15) Cc1nnc(SCC(=O)c2ccc(C(C)C)cc2)s1
    -1% | 3% | 10% | -6% | -2% | 0% | -4 | -14% | -4% | -15%
(16) NS(=O)(=O)c1cccc(NC(=O)COC(=O)CCC(=O)c2cccs2)c1
    / | / | 10% | / | 0% | 3% | -4 | -1% | -1% | /
(17) Cc1cccc(S(=O)(=O)Nc2nc3ccccc3nc2NCC2CCCO2)c1 (centres undefined)
    12% | 4% | ? | 3% | 3% | 5% | 0 | -4% | -6% | /
(18) O=C(c1ccc2c(=O)n3c(nc2c1)CCCCC3)N1CCc2ccccc21
    5% | 4% | -19% | 1% | -4% | 3% | -3 | -3% | -3% | /
(19) CC(C)[C@H](Nc1ncnc2c1oc1ccccc12)C(=O)O
    2% | 0% | -1% | -4% | 5% | -1% | -5 | -3% | -5% | /
(20) NC(=O)N/N=C\c1cccs1
    2% | 1% | 14% | -5% | 0% | 10% | 5 | 0% | -2% | /
(21) CCCCCN(C(=O)CCC(=O)OCc1ccccc1C)c1c(N)n(CCCC)c(=O)[nH]c1=O
    / | 0% | -11% | / | 0% | 15% | -11 | 3% | 1% | /
(22) COc1ccc(CCn2ccc(O)c(Cc3c(F)cccc3Cl)c2=O)cc1OC
    -9% | -3% | -49%[inhibitor] | 5% | 4% | 0% | -5 | -9% | 0% | 12%
(23) CC(C)(C)N(NC(=O)Nc1ccc(F)cc1)C(=O)c1ccccc1
    -12% | -1% | ? | 6% | 4% | 2% | -4 | 0%[46.1 µM] | 2% | -5%
(24) O=C1COc2ccc(C(=O)c3ccccc3C(=O)NCc3ccccc3)cc2N1
    -8% | 2% | -13% | 0% | -3% | 4% | -3 | -7% | -8% | 9%
(25) O=C(Cc1cccc(NC(=O)C2CCCN(C(=O)C3CCCC3)C2)c1)Nc1ccc(C(=O)N2CCOCC2)cc1 (centres undefined)
    / | / | -2% | / | 5% | / | / | 9% | -5% | /
(26) CCOc1ccccc1N(C(=O)c1ccco1)C(C(=O)NC1CCCC1)c1cccs1 (centres undefined)
    -2% | 17% | -1% | 12% | 1% | 0% | / | 0% | -5% | /
(27) N#CCSc1nnc(-c2ccc(F)cc2)n1N
    -15% | 4% | -51%[inhibitor] | 8% | 2% | 5% | 11 | -46% | 2% | 0%
(28) Cc1cc(C)c(C(=O)N2CCCC(N3CCN(c4ccc(F)cc4)CC3)C2)o1 (centres undefined)
    -6% | -2% | -38% | -1% | 2% | -3% | -17 | / | -4% | -12%
(29) CCc1ccc(NC(=O)Cc2ccc(OC)cc2)cc1
    -5% | -6% | / | 2% | / | -6% | 8 | 3%[46.1 µM] | / | 13%
(30) COc1ccc(NCC(=O)N/N=C2\CCCC(C)C2)cc1 (centres undefined)
    -4% | -13% | -3% | 1% | 1% | -10% | 0 | 5%[46.1 µM] | -1% | 2%
(31) CCOC(=O)c1sc2nc(C)nc(NCc3cccnc3)c2c1C
    17% | 6% | 7% | -2% | -2% | 1% | -4 | 2% | -5% | 2%
(32) O=C(NCCc1ccccc1)C1CCCN(c2ncnc3c2nc2n3CCCCC2)C1 (centres undefined)
    10% | 4% | -45% | 10% | 0% | 0% | -14 | 5% | -8% | -3%
(33) Cc1cc(C)cc(NC(=O)C2C3C=CC(O3)C2C(=O)O)c1 (centres undefined)
    0% | -1% | -9% | -3% | 1% | 8% | -7 | 0% | -2% | -3%
(34) Cn1c(SCc2cccc(Br)c2)nnc1-c1ccccn1
    -1% | -2% | 3% | -3% | -4% | -15% | -1 | -1% | 1% | /
(35) Cc1cc2oc(=O)cc(CN(C)Cc3cccc(F)c3)c2cc1C
    -9% | -12% | 5% | 0% | -7% | 23% | 12 | 2% | -3% | ?
(36) NC(=O)CSc1nnc(SCc2ccc(F)cc2)s1
    0% | -2% | -19% | 9% | -2% | -1% | 20 | 9% | -1% | -1%
(37) COc1ccc(C2(C)NC(=O)N(CC(=O)Nc3ccc(C)cc3Br)C2=O)cc1OC (centres undefined)
    -6% | 2% | -30% | -7% | 0% | -5% | 28 | 6% | -3% | 8%
(38) Cc1cc(C(=O)NC(C)C)on1
    -3% | 2% | -21%[7.66 µM] | -2% | 0% | 0% | 7 | -3% | -3% | 0%
(39) CC(C)=CCc1c(O)cc2c(c1O)C(=O)CC(c1ccccc1)O2 (centres undefined)
    / | / | 4% | / | -2% | / | / | -2% | -1% | /
(40) CCC(=O)Nc1cc(-c2nn3c(C)nnc3s2)ccc1C
    -1% | -1% | -21% | 6% | 5% | -1% | 34 | -7% | -1% | -1%
(41) Cc1[nH]c2c(ccc3ccccc32)c1C1C(CCN)C1(C)C (centres undefined)
    -2% | -5% | -75%[inhibitor] | ? | -8% | 0% | 17 | 3% | 1% | 0%
(42) CCCc1cc(=O)n2[nH]c(-c3ccco3)nc2n1
    -6% | -1% | 17% | 8% | 1% | 6% | 6 | 8% | -5% | 0%
(43) O=c1cc(O)c2ccccc2n1Cc1ccccc1
    -5% | -12% | -22% | 11% | 2% | 1% | -4 | 2% | -4% | ?
(44) CCCCn1c(=O)n(C)c(=O)c2c(C(F)(F)F)cc(-c3ccncc3)nc21
    ? | 20% | 20% | 9% | 27% | / | -9 | -3% | -3% | -8%
(45) CCn1c(CCC(=O)O)nc2cc(S(=O)(=O)N3CCOCC3)ccc21
    / | / | -6% | / | 15% | 19% | 16 | -3% | -4% | /
